High-throughput results: PubChem, several laboratories
A340 absorber – absorbance at 340 nm | compound absorbance at 340 nm, fold over control | fold change at 10 µM | 65,000 tested, under 10 active;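 active = at 10 µM dose, initial 340 nm absorbance at least 2 fold that of control wells; inactive = change under 2 fold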;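 also: initial absorbance extrapolated from kinetic A340 decline of NADH oxidation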
Her2 expr inh – Her2 kinase expression inhibition; P04626; SKBR-3 HER2 protein level, AlphaScreen, 18-24 h; stronger effect = lower value; HER2 level % of control, % at 10 µM; actives 0.69% (n = 65,000);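 active = HER2 level under 5% of the carrier-only control; inconclusive = no clear call, values can overlap the other calls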;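 also: 100% = DMSO carrier and 0% = 500 nM PU-H71 HSP90 inhibitor; lower value means stronger loss of Her2 protein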
MKP-1 inh – human dual specificity phosphatase 1 inhibition; P28562; recombinant MKP-1, OMFP hydrolysis fluorescence; inhibition, %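 (compounds tested at a single concentration somewhere between 10 and 100 µM)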; actives 0.15% (n = 65,000);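 active = inhibition above about 50%, limit read from the data; inconclusive = inhibition over screen mean plus 3 SD, below that limit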;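 also: 0% = DMSO max control wells and 100% = wells with enzyme stopped by NaOH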
Target sequence (P28562 whole entry, looked up): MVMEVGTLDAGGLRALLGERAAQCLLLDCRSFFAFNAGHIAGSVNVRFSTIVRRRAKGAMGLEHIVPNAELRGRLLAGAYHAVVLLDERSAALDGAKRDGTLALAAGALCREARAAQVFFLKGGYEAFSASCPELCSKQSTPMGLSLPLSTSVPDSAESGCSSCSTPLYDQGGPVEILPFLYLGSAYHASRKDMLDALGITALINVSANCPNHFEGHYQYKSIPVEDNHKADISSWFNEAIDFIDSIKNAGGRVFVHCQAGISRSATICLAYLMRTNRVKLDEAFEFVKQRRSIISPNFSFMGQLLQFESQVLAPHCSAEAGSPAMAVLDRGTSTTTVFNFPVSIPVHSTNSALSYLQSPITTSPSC
Autofluor 339 – intrinsic fluorescence of library compounds, ex339/em460 – biochemical, MLSMR library, data from DPM-DC assay, artefact control, profiling panel | fluorescence fold increase at 10 µM | compound autofluorescence, ex339/em460 nm, NADH buffer; stronger effect = higher value; 1 = no-compound wells, NADH background | actives 5.5% (n = 65,000);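 active = at 10 µM, mean starting fluorescence two-fold or more over control wells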;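 also: signal is the first read of a kinetic run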
ROCK2 inh – ROCK2 (human) kinase inhibition; O75116; inhibition, % at 6 µM; actives 0.35% (n = 60,000); AID 604; purified ROCK2, Kinase-Glo ATP depletion luminescence;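 active = inhibition above the screen-wide mean inhibition plus 3 SD, cut at about 18% in these data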;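 also: plate controls were DMSO wells for no effect and Y-27632 control wells after no-enzyme background subtraction for full effect; many of its hits are not listed in these tables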
PKA inh – PKA (human) kinase inhibition | P17612 | PKA Kemptide phosphorylation, Kinase-Glo ATP luminescence | inhibition, % at 6 µM | actives 0.1% (n = 65,000);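 active = inhibition above the screen-wide mean inhibition plus 3 SD, cut at about 21% in these data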; also: many of its hits are not listed in these tables
JNK3 inh – inhibitors of human JNK3 kinase. P53779. purified JNK3 kinase activity, HTS. inhibition, % at 8 µM. actives 0.61% (n = 60,000). AID 746; in the data active = inhibition above about 17%;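 also: 0% = DMSO and 100% = reference inhibitor; many of its hits are not listed in these tables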
Hsp90 block – displaces geldanamycin probe from tumor Hsp90; inhibition, % at 30 µM; NCI-N417 lysate Hsp90, Cy3B-geldanamycin FP displacement; actives 0.35% (n = 64,000); AID 429;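 active = inhibition above 50%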;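 also: 0% = tracer plus lysate wells and 100% = tracer alone without lysate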
Cdc25B block – human M-phase inducer phosphatase 2 inhibition. AID 368. recombinant Cdc25B, OMFP fluorescence Ex485/Em525. actives 0.1% (n = 65,000). inhibition, %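 (compounds tested at 10 µM final in the well)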; in the data active = inhibition above about 50%
Target sequence (P30305 whole entry, looked up): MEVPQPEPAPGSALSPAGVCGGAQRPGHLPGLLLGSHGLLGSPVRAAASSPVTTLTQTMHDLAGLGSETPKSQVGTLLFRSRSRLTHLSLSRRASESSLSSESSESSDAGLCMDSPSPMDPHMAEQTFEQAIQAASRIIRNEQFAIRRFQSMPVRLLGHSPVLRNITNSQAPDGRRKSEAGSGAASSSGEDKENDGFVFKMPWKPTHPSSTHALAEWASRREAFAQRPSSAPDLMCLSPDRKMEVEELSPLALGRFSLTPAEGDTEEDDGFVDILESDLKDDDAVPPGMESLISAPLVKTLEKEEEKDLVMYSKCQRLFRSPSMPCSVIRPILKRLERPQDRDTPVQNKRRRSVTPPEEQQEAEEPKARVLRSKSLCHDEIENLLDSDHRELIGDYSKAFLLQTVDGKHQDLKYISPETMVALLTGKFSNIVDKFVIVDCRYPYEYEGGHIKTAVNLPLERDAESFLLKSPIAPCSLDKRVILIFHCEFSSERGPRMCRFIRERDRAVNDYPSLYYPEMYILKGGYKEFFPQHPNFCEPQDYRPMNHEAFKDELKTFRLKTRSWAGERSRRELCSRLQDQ
Numbers without * were called inactive; ? = inconclusive; . = no result given.

SMILES	A340 absorber	Her2 expr inh	MKP-1 inh	Autofluor 339	ROCK2 inh	PKA inh	JNK3 inh	Hsp90 block	Cdc25B block
O=C(NC12CC3CC(CC(C3)C1)C2)C1CCCN1C(=O)NC1CCCCC1 (stereo not drawn)	1	77.5	-8.8	0.99	2.5	5.9	4.5	0.2	-7.2
Cn1c(=O)cc(N2CCc3ccccc32)[nH]c1=O	1.06	109.4	4.9	1.06	0.1	5.6	-4.1	-1.7	-18.0
Cc1ccnc(N2C(=O)c3ccccc3C2Nc2cccc(C)c2C)c1 (stereo not drawn)	1.02	87.6	3.4	1.06	-6.2	9.8	6.5	-1.1	-6.2
C=CCN(CC=C)C(=O)c1ccncc1	1	41.2	8.1	1.03	-2.6	2.1	-0.2	1.9	2.6
CCOc1ccc2nc(NC(=O)CSc3nnc(-c4ccncc4)n3CC3CCCO3)sc2c1 (stereo not drawn)	1.01	102.1	35.1	1.14	2.8	4.3	3.4	-0.1	-2.2
CCOC(=O)N1CCC(N2C(=O)c3ccc(C(=O)Nc4ccc(F)cc4F)cc3C2=O)CC1	1.03	68.4	13.5	1.14	3.1	8.6	12.1	-2.3	9.3
O=C(NC1CC1)c1scc2c1OCCO2	0.98	85.9	-11.5	1.03	5.0	8.8	-11.0	-0.9	-6.5
COc1ccc(-c2nc(-c3ccc(NC(=O)c4ccncc4)cc3)no2)cc1OC	1.06	85.1	14.1	1.05	5.7	2.8	-0.5	-4.7	-10.6
COc1cc(S(=O)(=O)N2CCCC3(CCCCC3)C2)ccc1-n1cnnn1	1.04	86.0	20.7	2.84*	4.0	8.8	-5.2	-0.7	3.6
Cc1cc(NCc2ccco2)n2c(nc3ccccc32)c1C#N	1.09	67.2	-12.8	2.23*	7.2	4.8	-8.3	-8.2	-4.7
Cc1cc(NC(=O)COc2ccc(Cl)cc2Cl)n(CCC#N)n1	1	62.8	-6.5	1.21	5.8	9.5	1.5	-8.5	19.8
Cn1c(C(=O)N2CCCC(C(=O)O)C2)cc2sccc21 (stereo not drawn)	0.99	104.1	14.5	1.15	2.7	3.6	0.1	1.0	-6.4
NC(=O)c1cnn2c(C(F)(F)F)cc(-c3ccc(F)cc3)nc12	1.06	110.6	-22.7	2.06*	4.0	1.8	-2.8	2.0	-0.7
Cn1c(NCC2CCCO2)nc2c1c(=O)n(Cc1ccccc1)c(=O)n2C (stereo not drawn)	1.01	134.1	-15.0	1.13	2.8	12.0	-2.3	-6.3	-4.1
CCC1CCCCN1C(=O)Cn1c(C(=O)OC)cc2sc(Cl)cc21 (stereo not drawn)	1.07	69.7	-7.8	1	3.8	9.8	-3.7	1.2	-8.3
O=C(Nc1cccc(NC(=O)c2ccco2)c1)c1ccc2c(c1)OCO2	1.02	96.5	-5.8	1.05	-7.3	1.2	6.9	-5.1	-12.6
CCC(Sc1nncn1C)C(=O)Nc1ccccc1OC (stereo not drawn)	1.02	111.1	2.2	1.05	6.6	7.7	3.4	3.9	-8.2
O=C(O)CCC(=O)c1ccc2c(c1)OCCCO2	1.05	104.6	-10.7	1.1	3.0	6.7	1.0	1.2	3.2
COc1cccc(-c2nnc(NC(=O)Cc3cccs3)s2)c1	1.01	83.0	3.4	1.1	5.0	4.8	0.2	-8.9	1.0
CC(C)CCn1c(SCC(=O)OCn2nnc3ccccc3c2=O)nc2ccccc2c1=O	1.01	111.6	21.2	0.97	6.3	9.4	-2.0	-3.5	-5.7
O=C(c1ccco1)N1CCN(C(=O)c2cc(-c3ccccn3)nc3ccc(Cl)cc23)CC1	1.11	66.8	15.8	1.07	1.0	-0.3	-4.0	-6.6	-0.8
COc1cc(C(=O)Nc2nc3ccc(S(=O)(=O)N4CCOCC4)cc3s2)cc(OC)c1OC	1.28	96.2	?	1.52	11.2	12.4	-1.5	-6.5	-13.7
Cc1ccc(-n2nnc3c(=O)oc4ccccc4c32)cc1	0.97	89.7	0.3	1.03	8.5	8.5	-3.2	-0.5	-2.1
CCc1ccccc1NS(=O)(=O)c1cc(C)ccc1OC	1.05	51.1	22.3	1.12	0.7	3.5	-0.5	0.0	-14.4
COCCSc1nnc(NC(=O)CSCc2ccccc2)s1	0.99	127.4	9.5	1.01	4.8	9.4	-4.5	-0.5	-4.8
CCOc1cccc2cc(C(=O)Nc3nccs3)c(=O)oc12	1.06	79.4	15.1	1.04	0.4	-0.4	-4.0	3.2	-3.7
COc1ccc(OC)c(-c2nc3c(C)n[nH]c(=O)c3[nH]2)c1	1.02	47.9	12.0	1.44	-3.2	-6.9	-3.9	0.2	7.2
CCOc1cccc(-c2nnc3sc(C4CCCCC4)nn23)c1	1.02	47.9	-10.5	1.08	3.7	0.5	2.1	-2.7	7.7
COC(=O)c1c(NC(=O)CC2SCC(C(=O)OC)NC2=O)sc2c1CCCC2 (stereo not drawn)	1.13	105.9	14.1	1.18	-2.5	2.8	5.0	1.0	6.1
Cc1ccc(C)n1-c1ccc(C(=O)N2CCOCC2)cc1	1.05	91.6	0.7	1.16	9.7	8.4	4.1	-20.9	-13.9
CN(C)c1ccc(CNn2cnnc2SCc2ccccc2F)cc1	1	94.2	5.1	1.1	-6.3	-0.6	-7.3	-2.7	1.9
CCOC(=O)N1CCC(NC(=O)CCN2C(=O)C3C4C=CC(C4)C3C2=O)CC1 (stereo not drawn)	1	103.6	-1.4	1.14	-1.4	0.0	-8.6	-3.0	-3.8
COc1ccc(N2CCN(CCCNC(=O)CC3Oc4ccc(C)cc4NC3=O)CC2)cc1 (stereo not drawn)	0.98	98.8	-3.2	1.06	1.4	7.2	-11.9	-2.2	-11.2
O=C(CSc1nc2c(c(=O)n1-c1ccc(Br)cc1)SCC2)Nc1nccs1	1.02	69.3	-0.5	1.19	4.2	5.8	4.0	3.3	-3.5
CC1(C)CC(=O)C2=C(C1)Oc1nc3ccccc3cc1C2C(C#N)C#N (stereo not drawn)	1.02	6.8	-22.6	1.08	-0.8	1.1	4.2	-4.3	-0.2
CC1(C(=O)O)CCC(C(=O)Nc2ccccc2)C1(C)C (stereo not drawn)	1.04	75.1	-2.8	1.12	6.4	11.7	3.0	0.1	-6.3
CCN(CC)C(=O)c1cc2c(=O)n3ccccc3nc2s1	1.1	74.0	1.8	2.15*	1.8	3.9	-0.2	-2.3	-6.7
Cn1nnnc1SCC(=O)Nc1ccccc1Cl	1	123.5	7.6	0.8	5.4	7.8	1.7	1.6	-30.0
O=C1CC(Sc2nnnn2C2CCCCC2)C(=O)N1c1ccccc1 (stereo not drawn)	1.05	-3.2*	-5.7	1.09	1.8	-3.7	-9.8	-3.9	-0.2
Cn1nnnc1SCC(=O)N1c2ccccc2Sc2ccc(Cl)cc21	1.01	82.5	1.6	1.06	2.6	11.3	-7.5	0.1	-5.1
O=C1C2C3C=CC(C3)C2C(=O)N1c1cccc2cccnc12 (stereo not drawn)	1.03	107.5	4.5	1.16	5.3	8.0	-3.8	-3.4	0.6
Cc1ccc(S(=O)(=O)N2CCN(C(=O)c3cccc(F)c3)CC2)cc1	1.02	92.4	2.6	1.1	4.5	5.9	0.7	-1.0	-6.4
CCOC(=O)N1CCN(C2CC(=O)N(c3ccc(C)cc3)C2=O)CC1 (stereo not drawn)	1.05	87.2	5.9	1.12	1.0	0.4	0.3	-1.7	-1.2
Nc1nc(SCC(=O)NCc2ccccc2)n[nH]1	0.98	80.7	4.4	1.1	-3.8	2.2	0.6	-4.4	25.4
C/C(=C1/SC(N2CCOCC2)=NC1=O)c1ccc(Cl)cc1	1.1	106.9	7.2	1	7.4	2.0	-0.9	1.1	9.1
COc1c(Cl)cc(-c2noc(C)c2C(=O)NCc2ccc3c(c2)OCO3)cc1Cl	1.03	73.7	-1.3	1.02	3.0	4.6	7.8	-3.9	-31.9
Nc1cc(N)nc(SCC(=O)Nc2ccc(Br)cc2Cl)n1	1.03	125.0	4.2	1.15	2.6	0.0	3.5	-9.2	5.6
Cn1cc(/C=N/n2cnc3scc(-c4ccc(Cl)cc4)c3c2=O)c2ccccc21	1.06	89.3	32.8	1.6	4.9	12.3	7.4	-3.1	9.0
FC(F)(F)c1cc(-c2ccccc2)nc(N2CCCCCC2)n1	1.06	70.7	-1.3	1.74	5.3	3.1	-5.6	0.9	-7.5
CCOC(=O)c1sc(N2C(=O)C(O)=C(C(=O)c3ccco3)C2c2ccccc2)nc1C (stereo not drawn)	0.97	76.0	18.1	1.11	-5.4	-6.5	-2.0	4.2	-4.2
O=C(Nc1ccc(N2CCN(C(=O)c3ccco3)CC2)cc1)c1ccc(F)cc1	1	94.6	-5.8	1.03	3.5	3.1	-9.0	1.1	0.5
COCCn1nnnc1C(CC(C)C)N1CCN(C(=O)c2ccco2)CC1 (stereo not drawn)	1	166.7	0.7	1.11	6.4	5.2	-1.5	-2.5	-8.4
COC(=O)CSC1=C(C#N)C(c2ccccc2F)CC(=O)N1 (stereo not drawn)	1.05	88.5	-10.3	0.91	-0.4	7.7	-11.2	-2.4	3.4
O=C(CCn1c(=O)sc2ccccc21)Nc1nccs1	1.02	81.8	9.5	1.03	.	-3.4	.	-3.5	1.2
CC(C)c1cc(NC(=O)CSc2nnc(-c3ccccc3F)n2C)on1	1.06	.	2.6	1.11	.	-4.2	.	.	-5.3
Cc1nc2ccc(S(=O)(=O)NC(C(=O)NC3CCCC3)C(C)C)cc2s1 (stereo not drawn)	1.03	109.0	1.5	1.11	2.7	8.0	-0.6	-4.2	-12.0
CCN(CC)S(=O)(=O)c1cccc(-c2nnc(SCC(=O)c3cc(C)n(C4CC4)c3C)o2)c1	1.03	73.6	9.4	1.04	2.6	1.6	-3.9	-4.7	-16.7
Cc1ccc(N2CC(C(=O)Nc3ccncc3)CC2=O)cc1 (stereo not drawn)	1.05	72.4	16.4	1.09	-0.6	-0.4	-3.5	-1.0	-9.8
Cc1ccccc1P(=O)(CO)c1ccccc1C	0.96	116.0	2.5	0.99	5.4	8.6	-2.4	-3.2	-3.6
CC(C)Oc1ccc(C(=O)CCN2CCCCC2)cc1	1.03	86.7	-17.9	1.08	5.3	1.2	-0.9	-1.1	4.3
(continued)
SMILES	A340 absorber	Her2 expr inh	MKP-1 inh	Autofluor 339	ROCK2 inh	PKA inh	JNK3 inh	Hsp90 block	Cdc25B block
Cc1ccc(-c2nn(C)c(=O)c3ccccc23)cc1CNS(C)(=O)=O	1.03	106.5	12.0	1.11	5.4	2.9	7.1	-1.0	-0.4
COc1ccccc1NC=C1C(=O)OC(C)(C)OC1=O	1.22	152.0	-4.7	1.03	2.5	8.0	3.4	-2.5	-20.4
COc1ccc(NC(=O)c2cnc3ccccn3c2=O)cc1OC	1.1	122.8	14.5	1.01	3.9	1.0	1.5	3.6	-5.4
COc1ccc(C(=O)N2CCCC(c3nc(-c4cccs4)no3)C2)cc1 (stereo not drawn)	0.96	65.6	-6.3	1.11	7.2	-0.1	3.8	0.2	-6.1
O=C(C1=C(O)C(=O)N(CCN2CCOCC2)C1c1ccccn1)c1cccs1 (stereo not drawn)	1.11	94.5	-1.3	1.09	-0.3	-6.4	-7.9	-15.2	-13.5

Only part of the results is shown; rates above refer to the full screens.
